Assay outcomes deposited in PubChem BioAssay by National Center for Advancing Translational Sciences (NCATS).
CXXC DNA block – qHTS Fluorescence Polarization Assay for Inhibitors of MLL CXXC domain - DNA interaction | Histone-lysine N-methyltransferase 2A (Homo sapiens), Q03164 | Potency, µM (highest dose often 115 µM), inactives show top-dose activity change, negative = inhibition, hits mostly inhibitors | AID 2662, 2010 | MLL-CXXC / FITC-HOXA9 DNA fluorescence polarization | 290,000 compounds, 0.037% hits; active = well fitted inhibition curve with a large enough effect in the polarisation, with a control signal flat, not every such curve was filed as active; inconclusive = small, poorly fitted or top-dose-only effect, or effect the other way, or a change in a side signal; inactive = no such curve, though single readings can be large or run the other way; the % refers to the polarisation; also: potency is read from the fitted curve at half-maximal effect
Target sequence (Q03164 whole entry, looked up, the tested form may be a part): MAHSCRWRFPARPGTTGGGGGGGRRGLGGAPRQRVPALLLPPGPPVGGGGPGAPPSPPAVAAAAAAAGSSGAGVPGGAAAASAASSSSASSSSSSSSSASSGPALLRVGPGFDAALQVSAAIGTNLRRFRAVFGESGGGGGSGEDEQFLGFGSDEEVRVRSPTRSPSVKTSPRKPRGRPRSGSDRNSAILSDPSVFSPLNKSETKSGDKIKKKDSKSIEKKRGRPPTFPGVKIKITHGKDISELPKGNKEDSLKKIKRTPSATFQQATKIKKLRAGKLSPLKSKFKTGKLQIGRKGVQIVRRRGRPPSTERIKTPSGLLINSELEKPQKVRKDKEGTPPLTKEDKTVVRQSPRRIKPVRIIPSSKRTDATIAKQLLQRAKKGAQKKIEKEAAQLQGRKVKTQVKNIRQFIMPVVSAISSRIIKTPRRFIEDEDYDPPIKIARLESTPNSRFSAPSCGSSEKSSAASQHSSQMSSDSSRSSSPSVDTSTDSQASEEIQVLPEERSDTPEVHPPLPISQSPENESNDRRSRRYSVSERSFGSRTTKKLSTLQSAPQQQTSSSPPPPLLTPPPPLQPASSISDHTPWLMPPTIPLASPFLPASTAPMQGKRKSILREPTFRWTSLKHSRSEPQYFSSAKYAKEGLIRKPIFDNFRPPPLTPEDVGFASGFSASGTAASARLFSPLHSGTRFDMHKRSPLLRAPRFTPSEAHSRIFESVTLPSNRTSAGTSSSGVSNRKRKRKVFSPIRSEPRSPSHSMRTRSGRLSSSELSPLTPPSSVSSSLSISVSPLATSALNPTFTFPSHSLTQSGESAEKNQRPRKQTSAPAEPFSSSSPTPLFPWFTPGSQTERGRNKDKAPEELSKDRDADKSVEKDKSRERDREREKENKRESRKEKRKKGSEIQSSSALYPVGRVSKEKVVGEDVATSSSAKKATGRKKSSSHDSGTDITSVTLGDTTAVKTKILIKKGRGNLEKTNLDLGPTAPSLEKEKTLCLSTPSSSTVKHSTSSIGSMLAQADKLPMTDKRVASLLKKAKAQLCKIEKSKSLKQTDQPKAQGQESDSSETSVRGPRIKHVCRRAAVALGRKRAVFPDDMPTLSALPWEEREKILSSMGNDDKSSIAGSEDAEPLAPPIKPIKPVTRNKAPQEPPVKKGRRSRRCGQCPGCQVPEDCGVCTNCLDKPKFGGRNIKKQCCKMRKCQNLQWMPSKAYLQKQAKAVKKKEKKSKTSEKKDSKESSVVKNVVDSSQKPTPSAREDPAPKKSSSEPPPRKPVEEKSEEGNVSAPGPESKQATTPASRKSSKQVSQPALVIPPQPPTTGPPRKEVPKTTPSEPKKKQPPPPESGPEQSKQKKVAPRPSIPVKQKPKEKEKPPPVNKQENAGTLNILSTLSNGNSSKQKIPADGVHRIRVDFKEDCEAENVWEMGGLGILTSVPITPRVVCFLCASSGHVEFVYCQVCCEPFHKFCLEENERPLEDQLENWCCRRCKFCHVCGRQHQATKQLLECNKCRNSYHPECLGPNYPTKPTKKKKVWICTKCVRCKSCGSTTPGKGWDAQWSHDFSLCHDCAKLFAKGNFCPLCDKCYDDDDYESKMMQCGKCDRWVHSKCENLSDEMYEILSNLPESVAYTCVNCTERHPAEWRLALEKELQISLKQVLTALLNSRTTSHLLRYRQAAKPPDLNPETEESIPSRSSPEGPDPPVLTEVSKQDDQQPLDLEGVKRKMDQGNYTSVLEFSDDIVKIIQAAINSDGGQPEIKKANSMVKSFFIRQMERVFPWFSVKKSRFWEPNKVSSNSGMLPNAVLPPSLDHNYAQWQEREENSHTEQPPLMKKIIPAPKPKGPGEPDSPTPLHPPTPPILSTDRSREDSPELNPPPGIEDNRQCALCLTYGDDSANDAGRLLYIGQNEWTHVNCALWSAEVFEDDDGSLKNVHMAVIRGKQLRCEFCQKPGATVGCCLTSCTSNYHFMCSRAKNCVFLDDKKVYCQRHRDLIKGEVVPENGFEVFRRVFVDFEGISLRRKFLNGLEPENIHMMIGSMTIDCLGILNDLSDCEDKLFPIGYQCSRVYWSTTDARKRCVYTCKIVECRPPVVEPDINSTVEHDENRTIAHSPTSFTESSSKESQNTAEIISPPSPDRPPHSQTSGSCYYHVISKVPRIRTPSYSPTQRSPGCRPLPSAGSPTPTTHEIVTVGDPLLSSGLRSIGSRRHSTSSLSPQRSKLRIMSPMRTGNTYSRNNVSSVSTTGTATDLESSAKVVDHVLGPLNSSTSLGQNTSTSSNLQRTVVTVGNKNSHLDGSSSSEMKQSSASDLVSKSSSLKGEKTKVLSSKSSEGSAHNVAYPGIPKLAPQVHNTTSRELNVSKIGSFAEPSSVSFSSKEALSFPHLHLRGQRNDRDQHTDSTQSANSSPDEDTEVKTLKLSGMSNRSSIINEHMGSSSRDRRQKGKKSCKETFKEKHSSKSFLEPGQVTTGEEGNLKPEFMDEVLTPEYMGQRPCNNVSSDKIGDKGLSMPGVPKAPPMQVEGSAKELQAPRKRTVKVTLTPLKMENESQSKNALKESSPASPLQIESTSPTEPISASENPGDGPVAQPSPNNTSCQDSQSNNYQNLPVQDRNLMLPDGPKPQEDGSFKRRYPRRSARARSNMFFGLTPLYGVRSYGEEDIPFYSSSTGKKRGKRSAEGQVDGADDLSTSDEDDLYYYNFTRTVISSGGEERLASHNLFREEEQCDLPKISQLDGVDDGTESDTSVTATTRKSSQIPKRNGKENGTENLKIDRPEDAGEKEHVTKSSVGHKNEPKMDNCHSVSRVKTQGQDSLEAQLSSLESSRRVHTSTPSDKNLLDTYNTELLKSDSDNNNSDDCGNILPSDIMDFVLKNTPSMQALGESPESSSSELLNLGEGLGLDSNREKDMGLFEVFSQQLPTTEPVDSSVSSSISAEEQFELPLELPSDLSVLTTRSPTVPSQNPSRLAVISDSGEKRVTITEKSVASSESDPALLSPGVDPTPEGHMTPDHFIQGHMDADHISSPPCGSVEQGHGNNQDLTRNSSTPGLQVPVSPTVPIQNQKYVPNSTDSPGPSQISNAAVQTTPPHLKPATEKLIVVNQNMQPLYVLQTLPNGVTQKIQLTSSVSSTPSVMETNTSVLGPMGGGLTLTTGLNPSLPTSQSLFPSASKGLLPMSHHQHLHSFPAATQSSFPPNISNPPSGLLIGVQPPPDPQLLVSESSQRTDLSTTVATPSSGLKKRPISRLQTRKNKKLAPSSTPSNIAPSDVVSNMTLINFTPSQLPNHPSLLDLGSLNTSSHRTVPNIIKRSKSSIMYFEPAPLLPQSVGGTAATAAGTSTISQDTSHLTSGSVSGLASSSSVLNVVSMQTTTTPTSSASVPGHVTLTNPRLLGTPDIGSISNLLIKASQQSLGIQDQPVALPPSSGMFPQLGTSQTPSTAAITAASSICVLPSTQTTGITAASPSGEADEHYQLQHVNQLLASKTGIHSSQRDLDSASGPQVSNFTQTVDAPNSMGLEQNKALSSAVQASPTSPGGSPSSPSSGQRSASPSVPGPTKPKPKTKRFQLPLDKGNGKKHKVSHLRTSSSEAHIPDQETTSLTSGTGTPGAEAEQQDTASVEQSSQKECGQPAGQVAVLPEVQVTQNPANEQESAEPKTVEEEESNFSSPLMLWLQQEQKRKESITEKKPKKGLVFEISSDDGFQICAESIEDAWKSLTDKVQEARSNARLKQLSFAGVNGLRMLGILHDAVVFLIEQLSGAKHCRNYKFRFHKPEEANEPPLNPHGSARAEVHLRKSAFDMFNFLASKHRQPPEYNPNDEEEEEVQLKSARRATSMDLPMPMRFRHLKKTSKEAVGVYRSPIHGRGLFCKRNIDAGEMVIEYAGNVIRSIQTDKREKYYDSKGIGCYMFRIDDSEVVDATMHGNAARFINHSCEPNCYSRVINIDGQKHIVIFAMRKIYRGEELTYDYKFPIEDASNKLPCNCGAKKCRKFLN
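Steps: dispense CXXC domain solution (7 uM) → pin compounds or unlabeled HOX-A9 DNA control → 5 min ambient → add FLSN-HOX-A9 solution (50 nM) → spin → 30 min ambient → fluorescence polarization. Tris pH 7.5/NaCl/DTT/BSA buffer.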
BRCA1 expr up – qHTS Assay to Identify Small Molecule Activators of BRCA1 Expression | 380,000 compounds, 1.1% hits | MCF7-BRCA1-FFLuc reporter, luminescence, 48 h; response scale: scaled: vehicle 0%, 10 µM genistein 100% | Potency, µM (series often up to 46.1 µM), for inactives: at the highest dose activation, hits mostly activators | AID 624202, 2012; also: potency is read from the fitted curve at half-maximal effect; nearly all actives have a fitted effect of over 80% in size; some results filed as inactive show a strong effect at the top dose
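48 h compound treatment of MCF7-BRCA1-FFLuc cells (phenol-red free MEM, 37 °C), then 15 min with luciferase substrate and luminescence imaging.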
TCR activator – Activators of T cell receptors: qHTS campaign | 330,000 tested, under 10 active | primary human leukocytes, anti-CD3, IL-2 HTRF, 48 h | AID 504894, 2011 | Potency, µM (top dose mostly 9.22 µM), without a hit: top-dose activation of IL-2 secretion, usual class: activators; also: % of control where 0% means no effect
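IL-2 release read by HTRF sandwich (Eu cryptate donor, d2 acceptor, 665 nm emission) after 48 hr exposure of primary human leukocytes to compound together with anti-CD3 beads in the absence of co-stimulatory signals.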
PTAP TSG101 blk – qHTS Assay for Iinhibitors of HIV-1 Budding by Blocking the Interaction of PTAP/TSG101. Tumor susceptibility gene 101 protein (Homo sapiens), Q99816. Fluorescence polarization, FITC-PTAP peptide / Tsg101 binding. Potency, µM (doses to about 115 µM), for inactives: at the highest dose activity change, negative = inhibition, hits mostly inhibitors. 340,000 tested, under 10 active. AID 493005, 2010; active = well fitted inhibition curve with a large enough effect in the main read-out, with a control signal flat, not every such curve was filed as active; inconclusive = small, poorly fitted or top-dose-only effect, or effect the other way, or a change in a side signal; inactive = no such curve, though single readings can be large or run the other way; also: potency is read from the fitted curve at half-maximal effect; % of control where 0% means no effect
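Tsg101 binding domain (10 uM final) was mixed with compound and a FITC-labeled PTAP peptide (50 nM final) in HEPES pH 7.5 buffer with NaCl, Tween 20, EDTA and TCEP; fluorescence polarization was read after 20 min at r.t.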
ELG1 repair inh – qHTS screen for small molecules that inhibit ELG1-dependent DNA repair in human embryonic kidney (HEK293T) cells expressing luciferase-tagged ELG1 | 330,000 compounds, 2.3% hits | HEK293T ELG1-luciferase reporter, luminescence, 16 h; DNA damage induced by 5-fluorouridine | Potency, µM (titrated, usually from 46.1 µM), for inactives: at the highest dose activity change, negative = inhibition, usual class: inhibitors; also: potency is read from the fitted curve at half-maximal effect; % is scaled to controls: 0 for no effect and ±100 for the full control effect; nearly all actives have a fitted effect of over 55% in size
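Overnight (16 hr) co-exposure of 2,000 cells/well to 5-fluorouridine and compound at 37 °C preceded detection. Luciferase was quantified via ONE-Glo luminescence; loss of signal denotes inhibition.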
p53 reactivator – qHTS assay for re-activators of p53 using a Luc reporter | H1299 p53-A138V BP100-luciferase reporter, luminescence, 24 h | Potency, µM (titrated, usually from 92.2 µM), for inactives: at the top dose activity change, positive = activation, actives largely listed as activators | AID 504706, 2011 | 320,000 compounds, 0.063% hits; also: potency is read from the fitted curve at half-maximal effect; % of control where 0% means no effect; nearly all actives have a fitted effect of over 45% in size
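p53-null H1299 cells stably carrying temperature-sensitive p53-A138V and a BP100-luciferase reporter were pinned with compounds (4-point, 1:5 series) and held 24 hrs at 37 deg C. Luminescence was read 10 min after detection reagent.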
A-T KAP1 phos – qHTS Assay for Identifying a Potential Treatment of Ataxia-Telangiectasia; 320,000 compounds, 0.19% hits; […] A-T fibroblasts, KAP-1 phosphorylation AlphaLISA; neocarzinostatin DNA damage 30 min before lysis; Potency, µM (series often up to 57.5 µM), for the others: top-dose activation, hits mostly activators; AID 485349, 2010; also: potency is read from the fitted curve at half-maximal effect; % of control where 0% means no effect; nearly all actives have a fitted effect of over 45% in size
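hTERT-immortalized A-T patient fibroblasts ([…]), 500 cells/well in OPTI-MEM, 1% FBS, got compounds for 60 min, then NCS for 30 min at 37C. Lysates were then assayed for phospho-KAP-1 by AlphaLISA (anti-pKAP1 donor, anti-KAP1 acceptor beads), 6 hr at 25C.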
B2AR arrestin – qHTS assay of beta-arrestin-biased ligands of beta2-adrenergic receptor; Beta-2 adrenergic receptor (Homo sapiens), P07550; beta-arrestin recruitment to beta2AR, cell-based reporter; Potency, µM (series often up to 46.1 µM), without a hit: at the highest dose activation, most hits filed as activators; 330,000 compounds, 0.02% hits;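 also: potency is read from the fitted curve at half-maximal effect; 0% = DMSO controls and full agonism = EC100 isoproterenol or metaproterenol; nearly all actives have a fitted effect of over 65% in size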
a7 integrin act – qHTS for Activators of Integrin-Mediated Alleviation for Muscular Dystrophy. alpha7betagal myoblasts, beta-gal FDG fluorescence, 48 h. Potency, µM (series often up to 38.3 µM), for inactives: top-dose activation, usual class: activators. AID 624291, 2012. 350,000 compounds, 0.064% hits;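 also: potency is read from the fitted curve at half-maximal effect; 100% = response of the positive control SU9516; nearly all actives have a fitted effect of over 60% in size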
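Alpha7betagal+/- myoblasts (passage 13) were plated 16-24 hr, then exposed to compounds (1:260 dilution of DMSO stock) for 48 hours at 37C. After MPER lysis, β-galactosidase reporter activity was read as FDG fluorescence (ex 480/em 540) after 30 minutes.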
TRPV1 ag – HTS Assay for Compounds that Act as Agonists of the Vanilloid Receptor 1; TRPV1-expressing cells, Fluo-8 calcium influx, agonist mode; activation, % at 8.33 µM; 320,000 compounds, 0.19% hits; in the data active = activation above about 80%; inconclusive = between about 30% and that limit; also: 0% is about no effect
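Cells expressing TRPV1 were dye-loaded with Fluo-8 and read kinetically: 10 s baseline, 3 min after compound (agonist portion), then 2 min after EC20 capsaicin (allosteric enhancer portion). Calcium-bound dye fluorescence at 480/520 nm.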
Active calls of the source: *; ? = inconclusive; · = not tested or not shown; & = joins results of further samples; [ ] = dose if it differs, or a comment. Unless noted, calls follow the shape of the dose curve; as a rule, active = well fitted curve in the direction sought with a large enough effect; inconclusive = small, poorly fitted or top-dose-only effect, or another doubt; inactive = no such curve, though single readings can be large; an effect the other way counts as inactive or inconclusive. The order is random, and some 3.8% of all compounds hit somewhere here.

Below each SMILES – CXXC DNA block | BRCA1 expr up | TCR activator | PTAP TSG101 blk | ELG1 repair inh | p53 reactivator | A-T KAP1 phos | B2AR arrestin | a7 integrin act | TRPV1 ag
1. O=C(Nc1ccccc1C(=O)Nc1ccccc1C(=O)NCc1ccco1)c1ccco1
  16% | -57% | -4% | -6% | ? | 3% | 8% | -0.2% | -13% | -1
2. O=C(CCC1CCCCC1)NC1CCCCC1
  · | 12% | 5% | -3% | 23% | 8% | -3% | 0.0% | 0% | ·
3. Cn1nc(C(F)(F)F)cc1-c1ccc(/C=C(\C#N)C(=O)c2cccc(C(F)(F)F)c2)s1
  ? | 23% | -10% | ? | ? | 1% | 4% | -0.5% | 6% | 14
4. CC1(C)CC(=O)c2cc(C(=O)NNc3ccccc3)c(=O)n(-c3ccccc3)c2C1
  2% | 2% | -57% | 0% | ? | 0% | 0% | -1.1% | 8% | 1
5. COc1ccc(NC(=O)CCOc2ccc(C)cc2)c(OC)c1
  -4% | -4% | 3% | -1% | 4% | -10% | -5% | 0.9% | -16% | -2
6. Cc1ccc(-n2c(=O)[nH]cc(C(=O)Nc3ccc4c(c3)OCCO4)c2=O)cc1
  -1% | 6% | · | 0% | 22% | 6% | 12% | 0.3% | -17% | 5
7. Cc1ccc(CN2CCC(n3nccc3NC(=O)CCOc3ccccc3)CC2)cc1C
  14% | -4% | -5% | -3% | -11% | -2% | 3% | 0.3% | -33% | 1
8. C=C(C)CNC(=S)NNC(=O)c1ccc(Br)cc1
  -5% | -4% | 1%[46.1 µM] | 2% | 0% | ? | -7% | 0.3% | 1% | 0
9. COc1ccc(NC(=O)c2ccc(CN3CCN(c4ccccc4)CC3)cc2)cc1
  65%[activator] | -18% | -1% | -2% | ? | 5% | 9% | -2.0% | 21% | 15
10. O=C(O)c1ccc2cccc(O)c2n1
  ? | -2% | -14% | 0% | -9% | 0% | 6% | -0.5% | ? | -1
11. Cc1nnc(SCC(=O)Nc2nsc(-c3ccc(C(C)(C)C)cc3)n2)s1
  -3% | 1.1µM* | -1% | -1% | ? | ? | 15% | -0.2% | -5% | ?
12. COCCNS(=O)(=O)c1cc(Br)ccc1OC
  -2% | 5% | -4% | -8% | 13% | -3% | · | 0.3% | -16% | -1
13. Cn1c(CN2CCCCC2)nc2cc([N+](=O)[O-])ccc21
  -8% | -24% | -1% | 0% | 14% | 0% | 3% | 0.0% | -10% | -8
14. O=C(C=Cc1ccccc1O)c1ccccc1O
  · | -24% | 7% | -6% | · | · | · | · | 0% | ·
15. O=C(NCCS(=O)(=O)N1CCN(c2ccc(F)cc2)CC1)c1ccc(Br)o1
  -3% | -11% | -6% | 3% | -17% | -11% | -3% | 0.7% | -34% | 20
16. COc1cc(C(=O)OCC(=O)c2cc(C)n(CC3CCCO3)c2C)ccc1OCC(=O)N1CCOCC1 (stereo not given)
  · | 23% | 3% | -1% | · | · | · | · | -8% | ·
17. Cc1cc(-c2ccco2)n(-c2ccccc2)n1
  -7% | -4% | -8% | -2% | 9% | 1% | -2% | 0.0% | -23% | 0
18. CC(C)c1ccc(CN2CCN(C(=O)CCl)CC2)cc1
  -6% | -94%[inhibitor] | -36% | -3% | 0% | -10% | -1% | 0.2% | -80%[inhibitor] | 8
19. Cc1ccsc1C(=O)OC1CCOC1=O (stereo not given)
  -4% | -10% | -23% | -8% | 5% | -2% | 3% | 0.1% | -11% | 0
20. Cc1cc2c(n1-c1ccc(Cl)cc1)CC(C)(C)CC2=O
  -21% | -23% | · | · | 7% | 3% | -6% | 0.0% | 23% | ?
21. COc1ccc(C(=O)N2CCN(c3ccc(C)cc3)CC2)cc1OC
  -9% | -16% | 1% | -2% | -18% | -8% | 2% | 0.2% | -3% | ·
22. CN(C(=O)c1cccs1)c1ccc(OCC(=O)N2CCC(C(N)=O)CC2)cc1
  -1% | -19% | 2% | 1% | 15µM* | -1% | 3% | 0.4% | -17% | 4
23. CCOC(=O)c1cc2c(=O)n3ccccc3nc2n(C(C)C)c1=NC(=O)c1c(-c2ccccc2Cl)noc1C
  7% | 2% | 1% | 1% | -5% | -3% | 1% | -0.3% | 1% | 1
24. COc1cccc(C2=CC(=O)C[C@H](c3ccc(Cl)cc3)C2)c1
  · | -6% | 0% | -6% | -25% | -2% | 18% | 0.1% | 15% | 26
25. O=C(NCC1(c2ccccc2)CCCC1)C1(c2ccccc2)CCCC1
  -1% | -31% | -2%[46.1 µM] | -1% | -14% | -1% | 30% | 0.4% | 12% | ?
26. Cn1ncc([N+](=O)[O-])c1C(=O)Nc1ccc(-c2nc3ccccc3[nH]2)cc1
  3% | ? | -1% | -4% | ? | ? | -4% | 0.0% | 0% | 5
27. COc1cccc(-c2cccc(NC(=O)C3CCN(CC4CCOC4)CC3)c2)c1 (stereo not given)
  26% | -16% | -1% | -4% | -2% | -3% | 1% | -0.3% | -16% | 1
28. CC1CN(Cc2nc3c(c(=O)n(C)c(=O)n3C)n2CCc2ccccc2)CC(C)O1 (stereo not given)
  · | -6% | -3% | -5% | · | · | · | · | -16% | ·
29. CSc1nc(N(C)NC(=O)c2ccc(F)cc2)c2ccccc2n1
  -1% | -77%[inhibitor] | -1% | -1% | ? | -2% | -7% | 6.0% | -3% | -2
30. Cc1nc2ncnn2c(Nc2ccc3c(c2)OCCO3)c1C
  · | -51% | -60% | -4% | · | · | · | · | -31%[inhibitor] | ·
31. N#Cc1cc(-c2ccccc2)nc(NN)n1
  -5% | -28% | -1% | -4% | -10% | -4% | -11% | -0.2% | 12% | -2
32. Cc1ccc(NC(=O)CC(=O)c2ccccc2)cc1C
  -10% | 6.3µM* | 6% | -2% | ? | ? | 1% | -0.6% | 2% | ?
33. O=C(CCC(=O)N1CCN(S(=O)(=O)c2ccccc2)CC1)c1cccs1
  1% | -5% | 1% | -6% | 10% | ? | 3% | -0.2% | -24%[7.66 µM] | -4
34. CCOC(=O)[C@H]1[C@H]2COc3cc(OC)ccc3[C@@H]2N2C(=O)CN(Cc3ccc(C)cc3)C(=O)[C@@]12C
  · | -29% | -1% | -3% | -16% | -6% | -1% | -1.1% | -40% | 2
35. COc1ccc(-c2noc(N3CCC(C(=O)N4CCN(c5ccccn5)CC4)CC3)n2)cc1
  1% | -85% | -3% | -3% | ? | ? | 1% | 0.0% | -42% | 29
36. C=CCN(CC=C)C(=O)C1CC(=O)N(c2ccc(Br)cc2)C1 (stereo not given)
  -2% | -21% | 5% | -2% | ? | -11% | 14% | 0.1% | 5% | 15
37. CC(C(O)c1ccc(O)cc1)N1CCC(Cc2ccccc2)CC1 (stereo not given)
  2%&-1%&6%&0% | -9%&7%&-3% | -9%&1%&7% | -3%&1%&-2% | -15%&-1% | -4%&0% | -8%&1% | -1.0%&-1.5%&0.0% | · | -1&-2
38. C=CCN1C(=O)C(Cc2ccc(OCC)cc2)SC1=Nc1ccc(C(=O)O)cc1 (stereo not given)
  -1% | 29% | 3%[46.1 µM] | -3% | 16% | 7% | -4% | -0.6% | 11% | 1
39. COc1ccc(C(=O)N2CCCCCC2)cc1S(=O)(=O)N1CCOCC1
  3% | 11% | 3% | 2% | -7% | -4% | 2% | -0.5% | -18% | -2
40. COc1cc(CO)ccc1OCC(=O)Nc1cccc2ccccc12
  -3% | -16% | -2% | · | -11% | -3% | 4% | 0.0% | 37% | 2
41. COc1nnc(-c2ccc(C)c(S(N)(=O)=O)c2)c2ccccc12
  14% | -19% | 17% | -18% | 1% | -4% | -5% | 0.5% | -16% | -2
42. CCCCSc1nc(C)nc2c1c(=O)n(C)c(=O)n2C
  -7% | -2% | 1% | -6% | 6% | 2% | -10% | -0.2% | -2% | 1
43. Cc1nnc2ccc(-c3ccc(NS(=O)(=O)c4ccccc4)cc3)nn12
  · | -11% | 1% | -1% | ? | 5% | 3% | 0.2% | 6% | 0
44. CCOc1ccc(-c2cnc3n2CCC3)cc1
  18% | 32% | -1% | 0% | 25% | -10% | · | 0.3% | -6% | ?
45. CCN1CCN(C(=O)N(Cc2ccc(Cl)cc2)S(=O)(=O)c2ccc(C)cc2)CC1
  · | -2% | 1% | 0% | 8% | 2% | -1% | -0.3% | -5% | -2
46. Nc1cc2c(cc1[N+](=O)[O-])OCCOCCOCCO2
  -10% | 3% | -5% | -1% | 9% | 1% | 1% | 0.3% | -5% | -2
